Source: PubChem BioAssay
Salmonella PhoP GFP – PhoP regulon inhibitors, Salmonella typhi PhoP promoter GFP reporter, confirmatory (AID 1850). Salmonella Typhi PhoP-promoter GFP reporter, fluorescence, 4 h; higher % means a stronger effect. inhibition, % at 50 µM, or IC50 in µM where a hit was titrated. actives 0.33% (n = 310,000); in the data active = a potency from the dose series; inconclusive = inhibition mostly from about 25% at the one dose, without a potency; inactive = the rest, 99 in 100 with inhibition below about 19%;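 also: 0% = induced wells with vehicle and 100% = uninduced wells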
H37Rv inhibition – M. tuberculosis growth inhibition, HTS (AID 449762); actives 0.59% (n = 330,000); inhibition, % at 25 µM, or IC50 in µM where a hit was titrated; M. tuberculosis H37Rv growth inhibition, 7H9 media; higher % means a stronger effect; in the data active = a potency from the dose series; inconclusive = inhibition above about 70% without an active follow-up result;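 also: bacterial growth assessed after seven days of incubation; strong numbers were not always called active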
tuberculosis growth – growth inhibition of non-replicating M. tuberculosis (AID 488890); inhibition, % at 25 µM, or IC50 in µM where a hit was titrated; Mycobacterium tuberculosis non-replicating, growth inhibition; higher % means a stronger effect; actives 0.39% (n = 320,000); in the data active = a potency from the dose series; inconclusive = inhibition mostly from about 82% at the one dose, without a potency; inactive = the rest, 99 in 100 with inhibition below about 76%;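 also: plate controls were DMSO cells for no effect and high antibiotic wells for full effect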
H1N1 NS1A inhibition – H1N1 influenza NS1A inhibitors, functional cell based assay (AID 504329) | NS1A functional cell-based assay, percent inhibition; higher % means a stronger effect | actives 0.3% (n = 340,000) | inhibition, % at 12.5 µM; hits with a dose series show IC50 in µM; in the data active = a potency from the dose series; inconclusive = inhibition above about 27% without an active follow-up result; also: strong numbers were not always called active
inhibitors of VEEV – inhibitors of VEEV TC-83 cytopathic effect, confirmation, Vero cells (AID 588727) | inhibition, % at 20 µM, or IC50 in µM where a hit was titrated | actives 0.13% (n = 350,000) | Vero cells, VEEV TC-83 cytopathic effect inhibition; higher % means a stronger effect; in the data active = a potency from the dose series; inconclusive = inhibition mostly from about 14% at the one dose, without a potency; inactive = the rest, 99 in 100 with inhibition below about 12%; also: strong numbers were not always called active
inhibitors of VEEV 10K pilot screen – further read-out of inhibitors of VEEV, marked with its call; inhibition, %; measured here: 10K pilot screen inhibition
The depositor's hits bear a star; i = inactive; ? = inconclusive; . = not tested or not shown. Rows are unselected, and some 1.5% of all compounds hit somewhere here.

SMILES	Salmonella PhoP GFP	H37Rv inhibition	tuberculosis growth	H1N1 NS1A inhibition	inhibitors of VEEV	others
O=C(C1CCC(C(=O)N2CCCCC2)CC1)N1CCCCC1 (stereo not given)	6%	-3%	4%	-21%	i
N#Cc1nc(-c2ccc(F)cc2)oc1NCc1cccc2c1OCO2	-22%	-3%	-15%	1%	2.3%
CCOc1ccc(CN2CCN(Cc3cccn3-c3ncccn3)CC2CCO)cc1 (stereo not given)	9%	1%	21%	-13%	1.0%
CC1CC(C)CN(c2nc3c(c(=O)[nH]c(=O)n3C)n2CCCSc2nc3ccccc3s2)C1 (stereo not given)	.	.	.	-2%	i
NC(=O)c1ccccc1NS(=O)(=O)c1ccc(F)cc1	8%	-3%	-2%	-4%	i
Cc1cccnc1NC1CCCCC1	12%	-1%	-3%	3%	i
CCOC(=O)c1c(C)c2c(n1C)CCC/C2=N\O	15%	-3%	10%	2%	7.0%
Cc1cc(OCC(=O)NNC(=S)NCC2CCCO2)cc(C)c1Cl (stereo not given)	-7%	4%	-6%	-3%	9.3%
COc1ccc2c(c1)[C@H]1[C@H](CO2)[C@H](c2ccccc2)[C@]2(C)C(=O)Nc3ccc(C)cc3C(=O)N12	.	1%	61%	0%	0.1%	inhibitors of VEEV 10K pilot screen=1.8
O=C(c1ccco1)N1CCN(C(=O)C2CC(c3ccc(Cl)cc3)=NO2)CC1 (stereo not given)	-5%	?	49%	12%	0.8%
N#CC(C(=O)OC1CCCCC1)c1nc2ccccc2nc1N1CCOCC1 (stereo not given)	-118%	-4%	-4%	8%	3.9%
COc1ccccc1C(=O)OC1CCCN(C)C1 (stereo not given)	5%	-2%	-13%	2%	i
Cc1cc(C)c(C(=O)Nc2ccc(Br)c(C(F)(F)F)c2)c(C)c1	5%	?	48%	-2%	i
O=[N+]([O-])c1cc2c(cc1/C=N/n1cnnc1)OCO2	-1%	-3%	-6%	-2%	2.6%
O=C(O/N=C1\CCCc2ccccc21)C1CC1	7%	25%	37%	1%	i
Cc1cccc(N2C(=O)c3ccc(C(=O)Nc4ccccn4)cc3C2=O)c1	-9%	1%	14%	2%	0.9%
CCCCN(C(=O)/C=C/c1ccco1)c1c(N)n(CC(C)C)c(=O)[nH]c1=O	1%	9%	-1%	-7%	0.1%
C=CCN(CC=C)CC(O)CN(c1cc([N+](=O)[O-])ccc1OC)S(=O)(=O)c1ccccc1 (stereo not given)	13%	-6%	13%	-5%	i
COc1ccc(-c2noc(CN(C(=O)c3ccc(OC(C)=O)cc3)C(C)C)n2)cc1OC	-20%	-2%	13%	-17%	5.7%
CCc1ccc(Nc2nc(C)cc(C)c2C(N)=O)cc1	-3%	-4%	-17%	-5%	1.6%

Ordered by count of non-hydrogen atoms (falling): six of the compounds above
SMILES	Salmonella PhoP GFP	H37Rv inhibition	tuberculosis growth	H1N1 NS1A inhibition	inhibitors of VEEV	others
CCOc1ccc(CN2CCN(Cc3cccn3-c3ncccn3)CC2CCO)cc1 (stereo not given)	9%	1%	21%	-13%	1.0%
O=C(c1ccco1)N1CCN(C(=O)C2CC(c3ccc(Cl)cc3)=NO2)CC1 (stereo not given)	-5%	?	49%	12%	0.8%
N#Cc1nc(-c2ccc(F)cc2)oc1NCc1cccc2c1OCO2	-22%	-3%	-15%	1%	2.3%
Cc1cc(C)c(C(=O)Nc2ccc(Br)c(C(F)(F)F)c2)c(C)c1	5%	?	48%	-2%	i
COc1ccccc1C(=O)OC1CCCN(C)C1 (stereo not given)	5%	-2%	-13%	2%	i
Cc1cccnc1NC1CCCCC1	12%	-1%	-3%	3%	i

The list continues.
SMILES	Salmonella PhoP GFP	H37Rv inhibition	tuberculosis growth	H1N1 NS1A inhibition	inhibitors of VEEV	others
CCCN(CC1COc2ccccc2O1)C(=S)Nc1ccc(C)cc1 (stereo not given)	5%	6%	43%	-7%	6.3%
CC(NC(=O)COC(=O)C1CCC1)c1ccccc1 (stereo not given)	5%	-4%	-2%	0%	0.5%
Nc1ccccc1Nc1nc2ccccc2[nH]1	8%	14%	6%	-3%	0.3%
O=C(Nc1cc([N+](=O)[O-])ccc1F)c1cccs1	-6%	1%	20%	5%	1.8%
CCSc1nnc(NC(=O)CSc2nnc(Cc3cccn3C)n2-c2ccc(F)cc2)s1	.	.	.	-34%	3.5%
COc1ccc(-n2c(O)c(C=Nc3ccccc3)c3ccccc3c2=O)cc1	0%	-1%	3%	7%	0.5%
COc1ccccc1C(=O)OCC(=O)Nc1ccccc1OC(F)F	1%	7%	73%	-6%	i
COc1ccc(NC(=O)C(c2ccc(OC)cc2)N(Cc2ccco2)C(=O)CC2NC(=O)NC2=O)cc1 (stereo not given)	6%	2%	11%	-1%	0.3%
CC(=O)Nc1ccc(NC(=O)CSc2nnc3ccc(-c4cccnc4)nn23)cc1	-4%	-5%	-15%	-4%	0.9%
COc1ccc(C(=O)N/C(=C\c2ccco2)C(=O)NCCN2CCOCC2)cc1	11%	-3%	-17%	6%	1.0%
CN(C)c1cccc(C(=O)N2CCCC(C(=O)c3cc(F)ccc3F)C2)c1 (stereo not given)	7%	6%	22%	1%	i
CCc1ccc(CN(C(=O)c2cccs2)C2CCS(=O)(=O)C2)cc1 (stereo not given)	0%	20%	1%	-6%	1.1%
O=C(CN(CC1CCCO1)C(=O)CCC(=O)Nc1ccccn1)NCc1ccccc1 (stereo not given)	-1%	-1%	-5%	4%	3.4%
O=C(COC(=O)COc1cccc2ccccc12)NCC(F)(F)F	1%	-6%	6%	7%	1.9%
COc1ccc(CCN2C(=O)NC(NS(=O)(=O)c3ccc(N)cc3)(C(F)(F)F)C2=O)cc1OC (stereo not given)	21%	-2%	-16%	-5%	0.5%
Cc1ccc(NC(=O)CN2C(=O)NC3(CCC(C)CC3)C2=O)c(Cl)c1 (stereo not given)	-1%	-11%	-11%	-1%	1.8%	inhibitors of VEEV 10K pilot screen=0.0
CCc1ccc(C(=O)c2oc3nc(C)cc(C)c3c2N)cc1	-5%	8%	18%	-12%	i
CC(C)(C)SCCNC(=O)/C=C/c1ccc([N+](=O)[O-])cc1	-5%	-27%	11%	2%	1.1%
COc1cc(C=Nc2cccc([N+](=O)[O-])c2C)ccc1OC(C)=O	-8%	-4%	-12%	2%	i
Cc1cccc(C)c1NC(=O)CSc1nnc(-c2ccoc2C)n1C	2%	-12%	-8%	-2%	2.0%
CCCCOc1ccc(C(=O)N2CC(C)OC(C)C2)cc1 (stereo not given)	-9%	-4%	1%	0%	i
CC(C)C(=O)c1cn(Cc2ccc(C#N)cc2)c2ccccc12	8%	7%	4%	0%	i
CCOC(=O)c1ccc(NC(=O)CCS(=O)(=O)c2ccc(Br)s2)cc1	-6%	62%	2%	5%	0.7%
CCOc1ccc(NC(=O)CC2C(=O)N(c3ccccc3)C(=O)N2Cc2ccco2)cc1 (stereo not given)	-2%	-5%	19%	8%	4.5%
CCOc1ccc(CN2CCNC(=O)C2CC(=O)NC2CCCCCC2)cc1 (stereo not given)	-6%	1%	20%	2%	5.2%
COc1ccc(/C=C2\CCC(C3CCCC3)C2=O)cc1 (stereo not given)	2%	-1%	46%	-1%	0.4%
COc1cc(/C=N/NC(=O)c2ccccc2)ccc1OS(=O)(=O)c1ccccc1	-6%	0%	66%	-10%	8.5%
Cc1ccc(S(=O)(=O)Nc2c(C)cc(C)nc2Cl)cc1	-14%	10%	-3%	-7%	0.5%
Cc1cc(C)c(NC(=O)CN2CCN(C)CC2)c(C)c1	1%	-6%	0%	10%	i
CCc1ccccc1NC(=O)Cn1nnc(C(=O)NCc2cccs2)c1N	-2%	0%	-19%	-7%	0.1%
CC(=O)CCCCn1cnc2c1c(=O)n(C)c(=O)n2C	-2%	2%	1%	.	.
COCCC(=O)N1CCC(Oc2ccc(C(=O)N3CCCCC3COC)cc2)CC1 (stereo not given)	4%	10%	-1%	-6%	1.2%
COc1ccc(C2C=C(C34CC5CC(CC(C5)C3)C4)NC(=S)N2)cc1OC (stereo not given)	-9%	5%	42%	26%	i
COc1cc(/C=N/NC(=O)c2cnccn2)cc(OC)c1OC	-4%	1%	-1%	-3%	1.3%
O=C(COC(=O)CCSc1ccccc1Cl)NCc1ccco1	3%	0%	57%	0%	1.4%
COc1cccc(C2NC(c3cccc(OC)c3O)C(C)C(=O)C2C)c1O (stereo not given)	1%	-9%	26%	3%	0.7%
O=c1[nH]snc1N1CCOCC1	4%	7%	0%	-8%	1.0%
CCC(=O)N(CCc1ccccc1)Cc1cc2cc(C)ccc2[nH]c1=O	4%	1%	-14%	4%	1.7%
Cn1nc(-c2ccc(N3CCN(CCO)CC3)c([N+](=O)[O-])c2)c2ccccc2c1=O	-6%	-5%	-14%	-12%	2.2%
CC1=CC(=C(C#N)c2nc3ccccc3s2)C=C(C)N1c1ccc(F)cc1F	-1%	-5%	9%	20%	1.3%

Filtered by structure: the compounds so far containing bromine.
SMILES	Salmonella PhoP GFP	H37Rv inhibition	tuberculosis growth	H1N1 NS1A inhibition	inhibitors of VEEV	others
Cc1cc(C)c(C(=O)Nc2ccc(Br)c(C(F)(F)F)c2)c(C)c1	5%	?	48%	-2%	i
CCOC(=O)c1ccc(NC(=O)CCS(=O)(=O)c2ccc(Br)s2)cc1	-6%	62%	2%	5%	0.7%

The main list resumes with the 2 entries that preceded the break.
SMILES	Salmonella PhoP GFP	H37Rv inhibition	tuberculosis growth	H1N1 NS1A inhibition	inhibitors of VEEV	others
Cn1nc(-c2ccc(N3CCN(CCO)CC3)c([N+](=O)[O-])c2)c2ccccc2c1=O	-6%	-5%	-14%	-12%	2.2%
CC1=CC(=C(C#N)c2nc3ccccc3s2)C=C(C)N1c1ccc(F)cc1F	-1%	-5%	9%	20%	1.3%
Cc1ccc(NC(=O)c2ccc(Cl)c(S(=O)(=O)NCC3CCCO3)c2)c(O)c1 (stereo not given)	14%	-2%	16%	9%	7.6%
CCc1ccc(CN2CCC(n3nccc3NC(=O)c3cccc(F)c3)CC2)cc1	-7%	5%	13%	-11%	0.5%
CCOC(=O)c1cc(S(=O)(=O)N2CCN(Cc3ccccc3)CC2)cn1C	-6%	-9%	-8%	4%	0.8%
C=CCNC(=O)c1c(CS(=O)(=O)c2ccccc2)noc1C(=O)NCc1ccccc1	-8%	4%	-10%	5%	0.1%
Cc1c(C)n2c(SCC(=O)N3CCCC3)nnc2[nH]c1=O	2%	-7%	-12%	1%	0.8%
Cc1cc2c(cc1S(=O)(=O)CCC(=O)NCc1ccccc1)OCC(=O)N2	-4%	-5%	-21%	-1%	0.9%
CNC(=O)C(C)Sc1ccc(S(=O)(=O)N2CCOCC2)cn1 (stereo not given)	.	0%	15%	-10%	1.2%
O=C(Nc1nnc(CCN2CCCCC2)s1)C1CCCCC1	-1%	3%	-3%	0%	0.4%
O=C(NCc1ccco1)c1cc(-c2cccc(Cl)c2)on1	-7%	-1%	-9%	-5%	0.7%
O=C(CSc1ncnc2c1oc1ccccc12)OCc1ccccc1	12%	?	?	-5%	1.0%
O=C(OCc1cccc2ccccc12)C1CC(=O)N(c2ccccc2)C1 (stereo not given)	-4%	-4%	25%	3%	i
COc1ccc(C(=S)N2CCOCC2)cc1OC(=O)c1ccc([N+](=O)[O-])cc1	7%	-1%	49%	15%	1.1%
COCc1cc(N2CCOCC2)nc(SCc2ccc(Cl)cc2)n1	-8%	0%	18%	-6%	3.9%
Cc1ccc2c(c1)c1c3n2CCN(C(=O)C2CC2)C3CCC1 (stereo not given)	-19%	58%	.	25%	0.7%
COc1ccc(CN(Cc2ccco2)S(=O)(=O)c2ccc(S(=O)(=O)N3CCCC3)cc2)cc1	-4%	6%	2%	3%	i
COc1cccc(C(=O)Nn2c(-c3cccs3)nc3ccccc3c2=O)c1OC	-4%	3%	-1%	2%	4.8%
COc1ccc(N2CCN(CC(O)COCCOc3ccc(Br)cc3)CC2)cc1 (stereo not given)	4%	?	70%	-2%	1.8%
COc1ccccc1NS(=O)(=O)c1ccc(/C=C/C(=O)N2CCN(C(C)=O)CC2)cc1	.	-9%	26%	-2%	2.6%
CC(C)(C)C1=C(C#N)C(c2cc3c(cc2Br)OCO3)C(C#N)=C(N)O1 (stereo not given)	21%	-3%	-4%	5%	0.2%
CS(=O)(=O)NCCSc1cc(C(F)(F)F)nc2ccccc12	4%	-6%	-13%	-1%	1.6%
CCN(C[C@H]1N[C@@](CC)(C(=O)OC)[C@H]2C(=O)N(C)C(=O)[C@@H]12)C(=O)Nc1ccc(Cl)cc1	.	2%	2%	22%	i
O=S(=O)(/N=C(/Nc1ccccc1)c1ccccc1O)c1ccccc1	-22%	8%	13%	-9%	i
Cc1c(N)cccc1-n1cccc1	3%	31%	17%	0%	0.3%
